Screening data as filed in PubChem.
ATG4B inh: blocks human ATG4B protease cleavage of LC3 substrate; ATG4B cleavage of LC3-PLA2, NBD-HPC fluorescence, 1 h; inhibition, % at 8.33 µM; 340,000 compounds, 0.51% hits; AID 504462; in the data active = inhibition above about 40%
HKDC1 inh: inhibitors of human hexokinase HKDC1; Q2TB90; recombinant HKDC1, G6PDH/diaphorase resazurin coupled fluorescence; inhibition, % at 20 µM; 340,000 compounds, 0.16% hits; AID 493160;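 active = inhibition above about 35% when tested at 20 µM, limit read from the data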;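 note: plate controls were DMSO wells with enzyme for no effect and DMSO wells lacking enzyme for full effect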
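Assay system: recombinant HKDC1 hexokinase; detection: coupled resazurin fluorescence, excitation 525 nm, emission 613 nm; benchmarks: DMSO-plus-enzyme-mix negative control, buffer-substituted positive control; compound dosing: single 20 µM dose; schedule: 90 min at room temperature in dark; also added: glucose plus 1 mM ATP as hexokinase substrates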
SENP6 inh: SENP6 protease inhibition | Q9GZR1 | Recombinant SENP6 catalytic domain, aminoluciferin luminescence | inhibition, % at 10 µM | 330,000 compounds, 1.8% hits;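 active = inhibition above about 50% at the single tested dose, limit read from the data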;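 note: plate controls were DMSO wells with enzyme for no effect and DMSO wells lacking enzyme for full effect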
Target sequence (Q9GZR1 628-1112 limits assumed): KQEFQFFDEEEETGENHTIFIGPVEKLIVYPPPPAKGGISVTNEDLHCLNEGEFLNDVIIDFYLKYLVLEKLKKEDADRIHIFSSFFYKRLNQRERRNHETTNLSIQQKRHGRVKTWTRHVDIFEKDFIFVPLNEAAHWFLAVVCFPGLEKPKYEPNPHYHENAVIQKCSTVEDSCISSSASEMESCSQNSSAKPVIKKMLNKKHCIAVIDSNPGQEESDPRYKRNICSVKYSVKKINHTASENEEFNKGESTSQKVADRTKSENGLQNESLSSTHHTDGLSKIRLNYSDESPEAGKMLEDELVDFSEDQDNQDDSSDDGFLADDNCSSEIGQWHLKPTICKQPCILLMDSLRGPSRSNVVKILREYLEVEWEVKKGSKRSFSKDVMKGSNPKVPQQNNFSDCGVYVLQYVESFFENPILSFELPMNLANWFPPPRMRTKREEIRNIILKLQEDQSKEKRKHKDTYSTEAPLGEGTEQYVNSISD
MPTP inh: permeability transition pore inhibition; isolated mouse mitochondria, Ca2+ swelling absorbance, 30 min; inhibition, % at 10 µM; 360,000 compounds, 1.4% hits;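 active = inhibition of 50% or more, scaled per plate between neutral and stimulator controls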;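 note: 0% = DMSO wells given calcium and 100% = 1 mM EGTA wells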
GRIN3A LBD mod: NR3A (human) ligand-binding domain modulation; NR3A LBD differential scanning fluorimetry, Tm shift; 0% = protein alone, 100% = glycine-bound protein; 340,000 compounds, 2.5% hits; Tm shift relative to glycine control, % at 25 µM;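 active = melting temperature shift of at least 10% of the positive control shift, at one fixed dose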
PfGluPho inh: PfG6PD (Plasmodium falciparum) enzyme inhibition | inhibition, % at 20 µM | 350,000 compounds, 0.78% hits | PfGluPho enzyme, NADPH resazurin-diaphorase fluorescence;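 active = inhibition reaching at least a set limit at 20 µM in the primary screen, cut at about 59% in these data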;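 note: 0% = DMSO wells with substrate and 100% = DMSO wells lacking glucose-6-phosphate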
SENP8 block: inhibitors of human SENP8 protease; Q96LD8; inhibition, % at 20 µM; 360,000 compounds, 0.64% hits; recombinant SENP8, Nedd8 substrate fluorescence; in the data active = inhibition mostly above about 40%, no sharp cut-off; inactive = mostly below about 27%
Target sequence (Q96LD8 whole entry, looked up): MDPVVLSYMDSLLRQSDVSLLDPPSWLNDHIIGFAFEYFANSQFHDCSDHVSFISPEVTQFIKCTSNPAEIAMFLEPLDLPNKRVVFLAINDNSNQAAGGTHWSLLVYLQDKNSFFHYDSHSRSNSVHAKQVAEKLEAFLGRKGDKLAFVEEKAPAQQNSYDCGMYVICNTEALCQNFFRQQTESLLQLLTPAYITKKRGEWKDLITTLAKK
SENP7 block: inhibitors of human SENP7 protease; 330,000 compounds, 1.5% hits; recombinant SENP7, Z-RLRGG-aminoluciferin luminescence, 40 min; Q9BQF6; AID 434973; inhibition, % at 5 µM;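 active = inhibition above about 50% at the single test dose, limit read from the data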;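 note: plate controls were DMSO with enzyme for no effect and no enzyme buffer wells for full effect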
Target sequence (Q9BQF6 706-1050 limits assumed): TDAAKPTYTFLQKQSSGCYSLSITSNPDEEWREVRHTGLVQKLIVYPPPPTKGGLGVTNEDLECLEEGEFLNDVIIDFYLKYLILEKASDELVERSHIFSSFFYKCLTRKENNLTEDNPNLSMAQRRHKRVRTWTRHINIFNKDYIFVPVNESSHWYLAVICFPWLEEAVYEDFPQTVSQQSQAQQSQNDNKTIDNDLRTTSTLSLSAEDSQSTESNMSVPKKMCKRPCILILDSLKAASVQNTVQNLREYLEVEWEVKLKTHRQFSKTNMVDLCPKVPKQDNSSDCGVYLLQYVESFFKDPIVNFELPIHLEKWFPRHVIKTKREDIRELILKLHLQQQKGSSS
Numbers without * were called inactive; . = no result given.

| no. | Molecule | ATG4B inh | HKDC1 inh | SENP6 inh | MPTP inh | GRIN3A LBD mod | PfGluPho inh | SENP8 block | SENP7 block |
| --- | --- | --- | --- | --- | --- | --- | --- | --- | --- |
| 1 | CC(C)(C)NC(=O)CSc1ncnc2c1nnn2Cc1ccccc1Cl | -12 | 1 | -18 | -0.6 | 4 | 1 | 11 | -1 |
| 2 | CCCC(O)(c1ccc(Cl)cc1)C(CN1CCOCC1)c1ccc(Cl)cc1 (stereo not drawn) | -11 | 2 | -17 | -0.4 | -15 | 19 | 14 | 0 |
| 3 | CCCc1nnc(NC(=O)C2CC(=O)N(C3CCCC3)C2)s1 (stereo not drawn) | 3 | -1 | -7 | -1.3 | -2 | -13 | 13 | -16 |
| 4 | Cn1c(=O)c2c(nc(N3CCOCC3)n2C)n(C)c1=O | 4 | -3 | 1 | 10 | 0 | -5 | 5 | 2 |
| 5 | O=C(NN1C(=O)C2C3C=CC(O3)C2C1=O)c1ccccc1 (stereo not drawn) | 4 | -6 | -3 | -0.6 | -2 | -22 | 4 | 8 |
| 6 | CN(C)c1ccc(/C=N/NC(=O)C2CC2c2ccccc2)cc1 (stereo not drawn) | -4 | -3 | 15 | 1.3 | -1 | 16 | -377 | -2 |
| 7 | Cc1cccc(-c2nc3ccccc3c3nncn23)c1 | -6 | 5 | -2 | 6.6 | -9 | 15 | 14 | -9 |
| 8 | CC(C)Oc1cccc(C(=O)C2CCCN(S(=O)(=O)C(C)C)C2)c1 (stereo not drawn) | 18 | -7 | 6 | 0.7 | -1 | 0 | 10 | 7 |
| 9 | Nc1nnc(SCC(=O)NC2CCCCC2)n1-c1ccccc1 | -12 | 0 | -1 | 1.4 | 4 | -1 | 6 | -7 |
| 10 | O=C(/C=C/Nc1ccc(Oc2ccccc2)cc1)c1ccco1 | 31 | 4 | 95* | 0.0 | 0 | 33 | -241 | 98* |
| 11 | COc1ccc(-c2nc3ccccc3c(=O)n2CCOc2ccc(C)cc2C)cc1 | 3 | 17 | -2 | 1.9 | 0 | -9 | -64 | 0 |
| 12 | CCCCN(c1ccc(C(=O)OC)cc1)S(=O)(=O)c1ccccc1 | -3 | -7 | -5 | 0.1 | 0 | 33 | 12 | 1 |
| 13 | CC(=O)NNc1ccc(C(F)(F)F)cc1[N+](=O)[O-] | 1 | 9 | -25 | -0.9 | 2 | -10 | 10 | 5 |
| 14 | COCc1cc(C)nc2sc(C(=O)Nc3ccc(OC)cc3)c(N)c12 | -18 | 6 | -19 | 0.0 | 1 | 28 | -230 | 1 |
| 15 | Cn1nc(C(F)(F)F)cc1C(=O)Nc1ccc(Cl)cc1 | 4 | 2 | -21 | 2.5 | -1 | 6 | 35 | -5 |
| 16 | COc1ccc(S(=O)(=O)Nc2cc(Cl)ccc2-n2cncn2)cc1 | 2 | 2 | 13 | 1.5 | 2 | -32 | 9 | -3 |
| 17 | Cc1ccc(S(=O)(=O)Nc2ccc3c(c2)nc(CCN2CCCCC2)n3C)cc1 | -2 | -1 | -10 | 0.4 | 0 | 0 | 7 | -10 |
| 18 | CCOc1ccc(-c2nc(C#N)c(N3CCCCCC3)o2)cc1 | 2 | -1 | 5 | 0.2 | 2 | 15 | -420 | 7 |
| 19 | CCCn1cc(SCC(N)=O)c2ccccc21 | -3 | -6 | -10 | -2.0 | -1 | 4 | 14 | 6 |
| 20 | Cc1ccc2cc(CCNC(=O)C3CCCCC3)c(=O)[nH]c2c1C | -10 | -2 | -7 | -1.1 | -1 | 7 | -42 | -5 |
| 21 | CCOC(=O)C1CCN(S(=O)(=O)c2ccc(C(=O)OC)cc2)CC1 | -1 | 7 | 9 | -1.4 | 1 | -15 | 25 | 8 |
| 22 | COc1ccc(CNC(=O)Cn2nnc(-c3ccc(NC(=O)C4CCCCC4)cc3)n2)cc1 | 9 | 3 | -15 | 2.8 | -2 | -4 | 10 | 7 |
| 23 | O=C(NC(=S)NC1CCSC1=O)c1ccc([N+](=O)[O-])cc1 (stereo not drawn) | . | . | -5 | -0.6 | . | . | 6 | -11 |
| 24 | O=S(=O)(c1ccc(Cl)cc1Cl)n1ccc2cccnc21 | -6 | -3 | 13 | -0.9 | 0 | 34 | -18 | 9 |
| 25 | CCOC(=O)N1CCN(CCc2ccccc2)CC1 | -1 | -7 | 0 | 0.4 | 2 | -1 | 13 | 5 |
| 26 | O=C(NNC(=O)C1CC2CCC1C2)c1sc2ccccc2c1Cl (stereo not drawn) | -10 | -8 | 8 | 1.7 | -2 | 5 | 11 | -2 |
| 27 | CC(C)OCCCNC(=O)CN1C(=O)/C(=C/c2ccccc2)Sc2ccccc21 | -7 | -3 | -24 | 0.0 | -2 | -15 | 12 | -6 |
| 28 | O=C(NNC(=S)Nc1ccc(Cl)cc1Cl)c1ccncc1 | 0 | -4 | 3 | 63* | 2 | 12 | -3 | -2 |
| 29 | CC(=O)Cc1c(C(=O)O)c(C)nn1-c1ccccc1 | -8 | 5 | 2 | -0.1 | 1 | -2 | 10 | -2 |
| 30 | COc1ccc(CCNCC(O)Cn2ccc3ccccc32)cc1OC (stereo not drawn) | -10 | 0 | -4 | -1.2 | -1 | 6 | 9 | -4 |
| 31 | CCCN1C(=O)C(NC(C)=O)c2cc(OC)ccc21 (stereo not drawn) | 6 | -6 | -10 | -0.2 | 1 | 6 | 10 | -4 |
| 32 | Cc1nc(N)sc1C(=O)N/N=C/c1ccccc1[N+](=O)[O-] | . | . | 29 | -0.8 | . | . | 3 | 38 |
| 33 | O=C(Nc1ccon1)c1cccc(S(=O)(=O)N2CCCC2)c1 | 0 | 4 | -5 | -0.8 | 1 | 2 | 21 | 4 |
| 34 | COCCN1Cc2cccc(C(=O)Nc3cccc(C)c3C)c2C1=O | -17 | 2 | 0 | 6.4 | -1 | 7 | 28 | 10 |
| 35 | Cn1ccsc1=NC(=O)c1cc(S(=O)(=O)N2CCOCC2)ccc1Cl | -5 | 2 | -5 | -0.2 | 2 | -2 | 2 | -8 |
| 36 | CCCOC(=S)Nc1ccccc1 | 3 | -8 | 5 | -0.9 | 0 | 6 | 34 | 2 |
| 37 | CCc1ccc(Nc2nnc(SC(C)C(=O)NC3CC3)s2)cc1 (stereo not drawn) | -4 | -5 | 0 | -0.7 | -1 | 32 | 2 | 2 |
| 38 | CC(=O)NC(CCS(C)(=O)=O)C(=O)Nc1cc(Cl)ccc1Cl (stereo not drawn) | -22 | -6 | 2 | -2.2 | 0 | -12 | 5 | -5 |
| 39 | CCOc1c(Cl)cc(CNCc2ccncc2)cc1OC | 3 | -3 | 18 | -1.5 | 0 | -13 | 0 | -7 |
| 40 | CC(C)c1ccc(C2c3[nH]c4ccccc4c3C[C@H]3C(=O)N(c4ccccc4C(=O)N4CCC[C@@H]4C(=O)O)C(=O)N23)cc1 (stereo partly drawn) | -19 | 1 | -10 | 1.4 | -1 | -8 | 8 | -1 |

Given with values under each structure: part of the list above.
Every second line gives: ATG4B inh	HKDC1 inh	SENP6 inh	MPTP inh	GRIN3A LBD mod	PfGluPho inh	SENP8 block	SENP7 block
30. COc1ccc(CCNCC(O)Cn2ccc3ccccc32)cc1OC (stereo not drawn)
→ -10	0	-4	-1.2	-1	6	9	-4
31. CCCN1C(=O)C(NC(C)=O)c2cc(OC)ccc21 (stereo not drawn)
→ 6	-6	-10	-0.2	1	6	10	-4
32. Cc1nc(N)sc1C(=O)N/N=C/c1ccccc1[N+](=O)[O-]
→ .	.	29	-0.8	.	.	3	38
33. O=C(Nc1ccon1)c1cccc(S(=O)(=O)N2CCCC2)c1
→ 0	4	-5	-0.8	1	2	21	4

Later entries:
| no. | Molecule | ATG4B inh | HKDC1 inh | SENP6 inh | MPTP inh | GRIN3A LBD mod | PfGluPho inh | SENP8 block | SENP7 block |
| --- | --- | --- | --- | --- | --- | --- | --- | --- | --- |
| 41 | CCCN1C(=O)/C(=C/c2ccc(C)s2)SC1=Nc1ccc(OC)cc1 | 0 | 7 | -15 | -7.2 | -1 | 4 | 23 | -23 |
| 42 | O=C(Nc1ccccc1)c1nc[nH]c1C(=O)NCCCCNC(=O)c1[nH]cnc1C(=O)Nc1ccccc1 | -1 | 0 | -5 | -0.7 | 7 | 14 | 8 | 8 |
| 43 | CC(Nc1ccccc1)C(=O)Nc1ccc(F)cc1 (stereo not drawn) | 2 | 11 | 0 | -0.8 | 5 | -19 | 24 | -3 |
| 44 | CCOc1ccc(NC(=O)/C=C/c2ccccc2)c([N+](=O)[O-])c1 | 5 | -10 | -14 | 0.8 | 15* | -1 | 32 | 14 |
| 45 | CC(C)C(=O)C1=Cc2cccc([N+](=O)[O-])c2OC1N1CCOCC1 (stereo not drawn) | 0 | 8 | -2 | 0.5 | -3 | -2 | 21 | 8 |
| 46 | C(=N\NC1=Nc2cccc3cccc1c23)/c1cccnc1 | -28 | 7 | 5 | 0.0 | -9 | 82* | 51* | 2 |
| 47 | CN(c1ccccc1)c1nc(N)c([N+](=O)[O-])c(NCc2ccco2)n1 | -4 | 2 | 8 | 8.7 | -7 | 2 | 25 | 6 |
| 48 | COc1ccc(C2=CSC3=NCCN23)cc1[N+](=O)[O-] | -5 | -6 | -24 | 0.1 | 0 | 50 | 14 | -2 |
| 49 | CC1CC(OCC(O)CN2CCOCC2)CC(C)(C)C1 (stereo not drawn) | -7 | -8 | -12 | -0.4 | -7 | -6 | 7 | 6 |
| 50 | COc1ccc(Cl)cc1C(=O)NC(C)C | -8 | -5 | -18 | 3.6 | -4 | 9 | 12 | -2 |
| 51 | O=C(NCc1ccco1)/C(=C/c1ccco1)NC(=O)c1ccc(Br)o1 | -12 | -1 | -11 | 0.1 | 1 | 18 | -3 | 4 |
| 52 | COc1ccc(-n2c(C)nc(N)c2C(=O)c2ccccc2)cc1 | -10 | -2 | -13 | -3.6 | 0 | -4 | 0 | 2 |
| 53 | COc1ccccc1-c1nc(C#N)c(N2CCC(Cc3ccccc3)CC2)o1 | -3 | 2 | -23 | 1.7 | 2 | 13 | -410 | -7 |
| 54 | COc1ccc(OC)c(CNC(=O)CCSCc2ccc(F)cc2Cl)c1 | 20 | 2 | -12 | 1.6 | -5 | -3 | 4 | 9 |
| 55 | O=C(CCCn1c(=S)[nH]c2ccc(Br)cc2c1=O)NCC1CCCO1 (stereo not drawn) | 2 | -1 | 2 | 4.8 | -1 | -3 | 6 | -2 |
| 56 | CCC(Sc1nc2c(cnn2-c2ccc(Cl)cc2)c(=O)[nH]1)C(=O)OC (stereo not drawn) | -13 | -5 | -14 | 0.9 | -12 | -2 | 13 | -1 |
| 57 | COc1ccc(C(=O)Cn2nnc(-c3ccccc3NC(=O)C3CC3)n2)cc1 | 2 | -8 | 0 | 2.6 | -2 | -2 | 22 | 6 |
| 58 | CN(CC(=O)Nc1ccccc1Br)C(=O)c1ccccc1Cc1ccccc1 | 7 | 5 | -20 | -0.4 | 0 | 4 | -3 | -5 |
| 59 | CC1CC(C)CN(C(=O)c2cc(-c3ccccn3)nc3ccccc23)C1 (stereo not drawn) | -12 | 6 | -2 | -1.3 | 0 | -17 | 2 | -1 |
| 60 | CN(C)C(=O)CSc1nc2ccc(N3C(=O)c4ccccc4C3=O)cc2s1 | 2 | 2 | -11 | 1.4 | -1 | 5 | 5 | -14 |

In the list so far, five contain two or more sulfur atoms.
| no. | Molecule | ATG4B inh | HKDC1 inh | SENP6 inh | MPTP inh | GRIN3A LBD mod | PfGluPho inh | SENP8 block | SENP7 block |
| --- | --- | --- | --- | --- | --- | --- | --- | --- | --- |
| 23 | O=C(NC(=S)NC1CCSC1=O)c1ccc([N+](=O)[O-])cc1 (stereo not drawn) | . | . | -5 | -0.6 | . | . | 6 | -11 |
| 35 | Cn1ccsc1=NC(=O)c1cc(S(=O)(=O)N2CCOCC2)ccc1Cl | -5 | 2 | -5 | -0.2 | 2 | -2 | 2 | -8 |
| 37 | CCc1ccc(Nc2nnc(SC(C)C(=O)NC3CC3)s2)cc1 (stereo not drawn) | -4 | -5 | 0 | -0.7 | -1 | 32 | 2 | 2 |
| 41 | CCCN1C(=O)/C(=C/c2ccc(C)s2)SC1=Nc1ccc(OC)cc1 | 0 | 7 | -15 | -7.2 | -1 | 4 | 23 | -23 |
| 60 | CN(C)C(=O)CSc1nc2ccc(N3C(=O)c4ccccc4C3=O)cc2s1 | 2 | 2 | -11 | 1.4 | -1 | 5 | 5 | -14 |
